High-throughput results from PubChem BioAssay.
Pol beta inh – DNA polymerase beta (human) inhibition. P06746. Pol beta primer extension/strand displacement, fluorescence kinetic. Potency, µM (series often up to 114 µM), for inactives: at the highest dose activity change, negative = inhibition, most hits filed as inhibitors. 1.3% of 340,000 active. AID 485314; note: potency is the fitted concentration of half-maximal effect; % is set by controls: 0 for no effect and ±100 for the full control effect
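Reaction started by 50 nM substrate onto compound-treated Pol beta (10 nM, 15 min preincubation, room temperature); plates read at 0 min and 10 min. Normalized concentration-effect data fitted by four-parameter Hill equation.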
POLK inh – DNA polymerase kappa (human) inhibition. Potency, µM (doses to about 107 µM), for inactives: at the top dose activity, negative = inhibition, actives largely listed as inhibitors. purified Pol kappa, fluorescent DNA synthesis assay, 10 min. Q9UBT6. 0.53% of 400,000 active. AID 588579; note: potency is the fitted concentration of half-maximal effect; % is set by controls: 0 for no effect and ±100 for the full control effect
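Fluorescent qHTS in 1536-well format: enzyme (10 nM) and compound sat 15 min at room temperature before 50 nM substrate (final) was added. Signal taken at 0 and 10 min; no-enzyme buffer wells were negative controls.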
Pol iota inh – DNA polymerase iota (human) inhibition. Q9UNA4. Pol iota fluorescent replication assay, 10 min. Potency, µM (highest dose often 115 µM), without a hit: at the highest dose activity, negative = inhibition, usual class: inhibitors. 1% of 390,000 active. AID 588590; note: potency is the fitted concentration of half-maximal effect
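Fluorescent replication assay read twice, at 0 min and 10 min after adding 50 nM (final) substrate. Enzyme (10 nM) and compounds were first incubated 15 min at room temperature; enzyme-free buffer wells were negative controls.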
Apoferritin bind – binds horse apoferritin like a general anesthetic; apoferritin/1-aminoanthracene competitive binding, fluorescence; 0.074% of 350,000 active; P02791; Potency, µM (highest dose often 77.5 µM), for the others: at the top dose activity change, negative = displacement, actives largely listed as inhibitors; note: potency is the fitted concentration of half-maximal effect; % is set by controls: 0 for no effect and ±100 for the full control effect; nearly all actives have a fitted effect of over 20% in size
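Horse-spleen apoferritin (10 uM) in 50% saturated 1-aminoanthracene in PBS was incubated 10 min at room temperature with compound. Fluorescence (ex 380, em 535 nm) was normalized to free and bound 1-AMA, with concentration-response fitted by a four-parameter Hill equation.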
Pol eta inh – DNA polymerase eta (human) inhibition. Potency, µM (doses to about 114 µM), without a hit: top-dose activity change, negative = inhibition, actives largely listed as inhibitors. AID 588591. recombinant Pol eta, fluorescent DNA replication assay. 1.2% of 390,000 active; note: potency is the fitted concentration of half-maximal effect; % is set by controls: 0 for no effect and ±100 for the full control effect
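Pol eta (10 nM) was preincubated with compounds for 15 min at room temperature, after which fluorescent replication substrate (50 nM final) was added to start the reaction. Fluorescence was read kinetically at 0 and 10 min.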
LDHA inh – blocks human lactate dehydrogenase A | P00338 | purified LDHA, NADH/diaphorase-resazurin fluorescence; active compounds read low | activity change, % (values are at about 110 or 230 µM) | 0.15% of 480,000 active; in the data active = activity change below about -30%; inconclusive = mostly about -25% to -30%;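 note: plate controls were DMSO wells for no effect and wells without enzyme for full effect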
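Human LDH5 at 2 nM final in Tris HCl pH 7.4 with 0.06 mM NADH and 0.2 mM pyruvate, reacted 5 minutes at room temperature. Remaining NADH coupled via diaphorase/resazurin; resorufin fluorescence read at 0 and 20 minutes, normalized to enzyme-free and DMSO wells.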
BLM helicase inh – blocks DNA unwinding by human BLM helicase. recombinant BLM DNA unwinding, fluorescence dequenching. AID 2528. Potency, µM (series often up to 56.1 µM), inactives show at the highest dose activity change, negative = inhibition, hits mostly inhibitors. 0.2% of 350,000 active;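 note: potency is the fitted concentration of half-maximal effect; plate controls were vehicle for no effect and no enzyme for full effect; nearly all actives have a fitted effect of over 35% in size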
GRP78 ERSR act – induces the endoplasmic reticulum stress response in human glioma cells. U87-MG GRP78 promoter luciferase reporter, 16 h. Potency, µM, inactives show at the top dose activation, actives largely listed as activators. 0.02% of 420,000 active. AID 602332; note: potency is the fitted concentration of half-maximal effect; series mostly up to about 76 µM; % of control where 0% means no effect; nearly all actives have a fitted effect of over 35% in size
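ERSR induction read as luciferase luminescence (Bright-Glo, 10 min at room temperature) in stably transfected human U87-MG glioma cells exposed to compounds for 16 h, using GRP78 as sensor.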
APEX1 inh – blocks human APE1 abasic DNA cleavage; recombinant APE1, TAMRA/BHQ-2 abasic DNA cleavage fluorescence; Potency, µM (doses to about 65.8 µM), for inactives: top-dose activity change, negative = inhibition, hits mostly inhibitors; 0.35% of 350,000 active;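 note: potency is the fitted concentration of half-maximal effect; plate controls were vehicle for no effect and reference inhibitor for full effect; nearly all actives have a fitted effect of over 55% in size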
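Quantitative HTS: incision of a TAMRA/BHQ-2 double-stranded substrate bearing a tetrahydrofuran abasic site by 0.75 nM APE1 raises fluorescence. Substrate 50 nM final, added after 15 min compound preincubation at room temperature; progress as third-minus-first kinetic read difference.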
The depositor's hits bear a star; ? = inconclusive; · = no result given; & = joins results of further samples; [ ] = remark or other dose. Unless noted, calls come from the whole dose curve; as a rule, active = well fitted curve in the direction sought with a large enough effect; inconclusive = small, poorly fitted or top-dose-only effect, or another doubt; inactive = no such curve, though single readings can be large; an effect the other way counts as inactive or inconclusive.

Sample of the layout:
SMILES	Pol beta inh	POLK inh	Pol iota inh	Apoferritin bind	Pol eta inh	LDHA inh	BLM helicase inh	GRP78 ERSR act	APEX1 inh
Cc1cccc(-n2cc(-c3ccccc3)c3c(NC(C)C)ncnc32)c1	4%	2%[60.1 µM]	-11%	-4%	-2%	0	-1%	-4%	·
CN(C)C(CNC(=O)NC1CCCCC1)c1cccnc1 (centres undefined)	23%	1%	13%	-15%	-5%	-3	3%	0%	0%
COc1ccccc1C(=O)N/C(=C\c1ccccc1)C(=O)NC(C)C(=O)O (centres undefined)	1%	-5%	8%	-5%	-10%	-15	1%	-1%	7%

The list itself, repeating the preview:
SMILES	Pol beta inh	POLK inh	Pol iota inh	Apoferritin bind	Pol eta inh	LDHA inh	BLM helicase inh	GRP78 ERSR act	APEX1 inh
Cc1cccc(-n2cc(-c3ccccc3)c3c(NC(C)C)ncnc32)c1	4%	2%[60.1 µM]	-11%	-4%	-2%	0	-1%	-4%	·
CN(C)C(CNC(=O)NC1CCCCC1)c1cccnc1 (centres undefined)	23%	1%	13%	-15%	-5%	-3	3%	0%	0%
COc1ccccc1C(=O)N/C(=C\c1ccccc1)C(=O)NC(C)C(=O)O (centres undefined)	1%	-5%	8%	-5%	-10%	-15	1%	-1%	7%
Cc1cccc(Oc2nc3c(c(=O)n(C)c(=O)n3C)n2C)c1C	1%	9%	37%[activator]	3%	-12%	4	2%	-5%	·
CCOC(=O)C1(Cc2cccc(Cl)c2)CCCN(CCO)C1 (centres undefined)	15%	10%	16%	-14%	-6%	-2	-1%	-3%	-4%
Cc1cccc(NC(=O)C2(c3ccccc3)CCOCC2)c1	2%	-7%	111%[activator]	-3%	-7%	-8	-13%	-3%	-3%
CCOC(=O)c1c(NC(=O)/C=C/c2ccc(OCC)cc2)sc(C)c1C	29%	-7%	-9%	5%	-8%	-8	-4%	-1%	·
CCN(CC)C(=O)CSc1nc2[nH]ncc2c(=O)[nH]1	4%	9%	-1%	-6%	-23%	-1	-5%	-6%	-3%
c1ccc2c(c1)oc1c(NCC3CCCO3)ncnc12 (centres undefined)	15%	-1%	-6%	-8%	-3%	-2	1%	6%	13%
Cc1cc2c(nc1C)CCCN2CC(O)CN1CCCc2nc(C)c(C)cc21	·	·	·	-6%[15.3 µM]	·	·	-10%[12.4 µM]	-4%	-5%[12.4 µM]
Cc1oc(-c2ccc(Cl)cc2)nc1CSc1nnc(C)n2c1cc1sccc12	7%	1%	29%	-1%	-16%	2	-5%	-2%	·
Cc1cc(C)c(CN2CCCC(CNC(=O)c3ccc(F)cc3)C2)c(-n2cccn2)c1 (centres undefined)	-1%	1%	-28%	-3%	1%	-2	7%	-3%	-3%
CCc1ccc(-c2cc(C)no2)cc1S(=O)(=O)N1CCN(c2ccc(C(C)=O)cc2)CC1	-23%	-23%	-3%	-15%	-2%	-9	-3%	-5%	46%
COc1ccc(C(=O)NCCN(C)C)c2nc3ccccc3cc12	·	?	79µM*	·	?	6	·	?	·
O=C(Nc1nnc(SCC(=O)N2CCCc3ccccc32)s1)c1ccc2ccccc2c1	22%	1%	-1%	-18%	-8%	-9	-2%	-3%	-1%
O=C(O)CSc1nnc(-c2ccncc2)n1CCc1ccccc1	12%	-12%	15%	-9%	-10%	-11	1%	0%	0%
Cc1ccc(C(=O)N2CCN(c3cccc(C)c3C)CC2)cc1S(=O)(=O)N1CCOCC1	·	-10%	60%[activator]	·	-16%	1	·	6%	33%
CC1C/C(=N\NC(=O)c2ccc(NS(=O)(=O)c3ccc(Br)cc3)cc2)CC(C)(C)C1 (centres undefined)	-8%	-15%	114%[activator]	-10%	1%	-7	2%	-1%	-6%
O=c1nc(N/N=C/c2ccccn2)cn[nH]1	-14%	4%	-1%	-10%	-8%	5	1%	-3%	6%
COc1ccccc1C(=O)NCCC(=O)NC1CCCCCC1	·	0%	45%[activator]	·	-16%	1	·	1%	-4%
COc1ccc(/C=N\n2nnc3ccccc32)cc1	17%	-19%	17%	-15%	2%	-4	-2%	-10%	12%
Cc1cccc(CS(=O)(=O)Cc2ccc(C(=O)NCc3ccco3)o2)c1	19%	2%	-5%	-6%	-9%	-1	-10%	-5%	4%
CC(C)=CC(=O)OCC(=O)Nc1ccc(SC(F)F)cc1	1%	-10%	56%[activator]	-15%	-21%	-3	-8%	-1%	?
Cc1ccc(SCc2cc(=O)[nH]c(Nc3nc(C)c4cccc(C)c4n3)n2)cc1	3%	-25%	-5%[58.9 µM]	-14%	-1%	-16&-3	2%	-1%	4%
Cc1nnc(SCC(=O)Nc2ccc3[nH]c(=O)[nH]c3c2)s1	·	-6%	108%[activator]	·	0%	-6	·	-2%	1%

(continued)
SMILES	Pol beta inh	POLK inh	Pol iota inh	Apoferritin bind	Pol eta inh	LDHA inh	BLM helicase inh	GRP78 ERSR act	APEX1 inh
Cc1ccc(CN2C(=O)[C@@H]3Cc4c([nH]c5ccccc45)C(C)(C)N3C2=O)cc1	·	-8%	?	·	-13%	-2	·	-3%	·
COc1ccccc1CN1CC(C(=O)NCc2cc(F)ccc2C)CCC1=O (centres undefined)	1%	0%	69%[activator]	-5%	?	-4	-1%	2%	6%
CCOC(=O)C1CCN(S(=O)(=O)CCNC(=O)c2ccc(F)cc2)CC1	·	-17%	28%	·	-18%	-1	·	-4%	10%
Cc1nc2ccccn2c1C(=O)/C=C/c1cccc([N+](=O)[O-])c1	14%	0%[60.1 µM]	16%	-5%	-7%	-1	-6%	-7%	29%
Cn1c(=O)c2c(ncn2CC(=O)N2CCN(S(=O)(=O)c3ccc(F)cc3)CC2)n(C)c1=O	·	-14%	16%	·	-16%	-2	·	-4%	18%
COc1ccc(-c2nnc3ccc(SCC(=O)N4CCCC4)nn23)cc1	6%	5%	40%[activator]	-2%	-20%	-4	0%	-3%	2%
Cc1ccc(CNC(=O)CCNS(=O)(=O)c2cccc3nonc23)cc1	4%	-7%	-1%	-16%	-3%	-2	-1%	0%	-4%
Cc1cc(=O)[nH]c(N/N=C/c2ccc(N(C)C)cc2)n1	-2%	-13%	-20%	1%	-4%	-1	-7%	1%	-3%
O=C(Nc1ccccc1-c1ccccc1)c1ccc(Cl)c([N+](=O)[O-])c1	9%	-4%	?	-15%	-19%	-2	-10%	14%	-4%
O=C1C2CC=CCC2C(=O)N1Cc1ccccc1 (centres undefined)	1%	-7%	-1%	?	-4%	-11	1%	-2%	4%
CCOc1cc(NC(=O)c2ccccn2)c(OCC)cc1NC(=O)c1ccc(C)cc1	35%	2%	5%	-9%	-10%	8	-4%	-4%	4%
CCc1nc2ccc(C(=O)NCc3ccco3)cc2nc1CC	-13%	-7%	5%	-11%	6%	-4	-4%	1%	-5%
CCOC(=O)c1sc(-c2ccc(C)cc2)c(C#N)c1C	0%	8%	47%[activator]	-7%	-12%	3	1%	1%	5%
CC(C)OC(=O)c1ccc2nc3ccccc3nc2c1	-14%	-10%	214%[activator]	1%	-18%	-7	0%	-2%	30%
O=C(O)C1C2C=CC(O2)C1C(=O)NCc1ccc(Cl)cc1 (centres undefined)	2%	-4%	2%	0%	3%	-11	0%	-5%	-2%
CN(c1cccc(NC(=O)c2ccc(CN3CCc4ccccc4C3)cc2)c1)S(C)(=O)=O	-2%	3%	-4%	-17%	-21%	-2	-7%	-3%	-17%
COCCCn1c(=O)c2sccc2n2c(CCCC(=O)NC3CCC(C)CC3)nnc12 (centres undefined)	57%	0%	20%	-7%	-13%	-7	-1%	0%	·
CCC(C)C(CO)NCCCn1cnc(C(=O)Nc2ccc(C)c(C)c2)n1 (centres undefined)	·	17%	37%[activator]	·	-11%	-2	·	-3%	·
CCS(=O)(=O)c1ccccc1C(=O)Nc1ccc(-c2nc3ccccc3s2)cc1	4%	-4%[60.1 µM]	18%	0%	-10%	-9	-3%	4%	·
CN(C(=O)CSc1nc2ccc(NC(=O)c3cccs3)cc2s1)c1ccccc1	3%	0%	-5%	5%	-5%	-1	-7%	-2%	·
COc1ccc(NC(=O)NNC(=O)COc2ccc3cc(Br)ccc3c2)cc1OC	-28%	-9%	?	2%	2%	2	-13%	-5%	19%
Cc1ccc(NC(=O)c2cccs2)cc1S(=O)(=O)Nc1cccc(Cl)c1	-1%	-15%	-11%	?	-16%	-3	-5%	-6%	-4%
COc1ccc(-c2cc(C(=O)c3c(N)n(C)c(=O)n(C)c3=O)c3ccccc3n2)cc1OC	0%	-12%	?	-9%	-2%	-5	-1%	2%	-2%
C=Cc1ccc(C(=O)NC2CCCN(Cc3ccccc3F)C2)cc1 (centres undefined)	32%	-11%	182%[activator]	3%	-13%	-7	-3%	-4%	-8%
CCOc1cccc(CN2CCC(n3nccc3NC(=O)CCCc3ccccc3)CC2)c1	8%	-5%	43%[activator]	-12%	-23%	-1	-3%	0%	-6%

(cont.)
SMILES	Pol beta inh	POLK inh	Pol iota inh	Apoferritin bind	Pol eta inh	LDHA inh	BLM helicase inh	GRP78 ERSR act	APEX1 inh
Nc1cc(Cl)ccc1N1C(=O)CCC1=O	17%	-1%	3%	5%	-17%	-12	-4%	-4%	-1%
CCOc1ccc(C(=O)NCCc2sc(-c3ccc(OC)c(OC)c3)nc2C)cc1	2%	-11%[60.1 µM]	0%	-10%	-15%	-6	-7%	0%	·
CN(CC(=O)Nc1ccccc1C(F)(F)F)CC(=O)N1CCCCCC1	·	-6%	16%	·	-11%	-5	·	-4%	-9%
COn1c2c(c3c4nonc4ccc31)CCCC2	-1%	-3%	22µM*	81%[activator]	-6%	26	-9%	-2%	-8%
O=C(NC1CCCC1)C(c1cccnc1)N(C(=O)c1csnn1)C1CC1 (centres undefined)	-25%	4%	17%	-10%	-16%	-5	0%	-1%	-4%
COc1ccc(S(=O)(=O)N2CC(O)CC2C(=O)OCc2nc3sc(C)c(C)c3c(=O)[nH]2)cc1 (centres undefined)	32%	3%	?	7%	-9%	1	-2%	-2%	?
Cc1ccccc1C(=O)N1CCC(n2nccc2NC(=O)C2CC2)CC1	-20%	-7%	9%	-8%	-7%	-6	0%	-3%	-6%
CCNC(=O)C1CCN(Cc2cc3ccccc3n2Cc2ccc(C)cc2)CC1	2%	-10%[60.1 µM]	?	7%	-7%	-9	-1%	-4%	·

Some of the compounds tested; the hit share may differ from the screen's.
